HCT116 PTEN-null – growth suppression of PTEN-null HCT116, primary screen, cell-based, CellTiter-Glo; HCT116 PTEN-null viability, 60 h; stronger effect = lower value; viability, % at 10 µM; hit rate 1.2% among 140,000;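 active = viability at or below a set limit, 4 SD under the median of all tested compounds, cut at about 3.7% in these data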;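 note: PTEN knockout HCT116 line with beta catenin targeted HCT116 as companion control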
BB579 growth dn – growth inhibitors of yeast BB579 in restrictive medium, primary screen, yeast lifespan-shortening project, S. cerevisiae. OD615, 48 h. inhibition, % at 10 µM. hit rate 0.51% among 140,000;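 active = inhibition above a set limit, 3 SD over the mean compound inhibition, cut at about 44% in these data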; note: inactives centre near -24
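controls = amphotericin B 10 µg/mL, positive | assay system = DeaD yeast strain BB579 | schedule = 48 h compound exposure at 30 °C after 4 h preincubation | detection = OD615 turbidity measurement | medium = restrictive CSMM-D medium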
E-sel TNF inh – E-selectin induction blockers in HUVEC – imaging, immunofluorescence, high content, primary screen. HUVEC TNFa-induced E-selectin immunofluorescence. hit rate 0.71% among 120,000. inhibition, % at 2 µM. AID 1246, 2008;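 active = inhibition above the batch mean plus 3 SD, and confirmed as a hit on visual image review, cut at about 43% in these data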;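 note: 0% = TNF-stimulated DMSO wells and 100% = unstimulated control wells; not every result past the cut was called active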
MRP-1 activ – H69AR viability gain despite doxorubicin, primary screen, MRP-1 activator project, H69AR cells, CellTiter-Glo; viability increase, % at 10 µM; hit rate 0.61% among 140,000; AID 799, 2007; viability rescue;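 active = viability gain under doxorubicin at or above a set limit, the compound median plus 3 SD, cut at about 4.7% in these data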;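 note: MRP-1 overexpressing cells given doxorubicin 25 µM after compound pretreatment; 18-22 h compound pretreatment then 72 h with doxorubicin before readout; 0% = doxorubicin-only wells and 100% = vehicle-treated cells without doxorubicin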
Measles CPE – compounds protecting cells from measles virus cytopathic effect, primary screen, measles RdRp inhibitor project, single point, MLSMR library, absorbance; Measles virus-infected cells, CPE protection; protection (pct of control), % at 4 µM; AID 841, 2007; hit rate 1.5% among 140,000; in the data active = protection mostly above about 24%, no sharp cut-off; inactive = mostly below about 26%; note: some compounds called inactive have numbers as strong as hits
Yeast lifespan up – compounds extending yeast replicative lifespan, primary screen, S. cerevisiae, OD615; inhibition of the nicotinamide effect, % at 10 µM; S. cerevisiae growth with nicotinamide; deaD strain in restrictive glucose medium; hit rate 0.68% among 130,000;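 active = inhibition above a set limit, placed 3 SD over the median of all compounds, cut at about 26% in these data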;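 note: 0% = nicotinamide-treated wells and 100% = cells grown without nicotinamide; some compounds called inactive have numbers as strong as hits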
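Assay system: DeaD-strain S. cerevisiae. Medium: CSMM-D glucose medium, restrictive. Reagent: nicotinamide, 1.5 mM, co-present with compound. Compound: 10 µM single point, 0.25% DMSO. Schedule: culture preincubation 4 h, compound exposure 48 h, both 30 °C. Detection: absorbance at 615 nm.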
Phagocytosis inh – inhibitors of macrophage phagocytosis, primary screen, imaging, J774A.1 cells, IgG beads | AID 1029, 2008 | hit rate 0.07% among 110,000 | inhibition, % at 5 µM | J774A.1 macrophage IgG-bead phagocytosis;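 active = inhibition above the mean of the plate negative controls plus 5 SD, cut at about 13% in these data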;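 note: phagocytic index as fraction of beads internalized from green versus red external bead signal; plate controls were DMSO negative control for no effect and cytochalasin-D positive control for full effect; some results beyond the cut were filed as inactive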
NPY Y2 blocker – NPY-Y2 receptor antagonists, primary screen, cell-based; Neuropeptide Y receptor type 2 (Homo sapiens), P49146; NPY-Y2 expressing cells, antagonist mode; inhibition, % at 2.7 µM; hit rate 0.99% among 140,000; AID 793, 2007; in the data active = inhibition above about 17%;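 note: 0% = vehicle with agonist challenge and 100% = reference antagonist with challenge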
Target sequence (P49146 whole entry, looked up): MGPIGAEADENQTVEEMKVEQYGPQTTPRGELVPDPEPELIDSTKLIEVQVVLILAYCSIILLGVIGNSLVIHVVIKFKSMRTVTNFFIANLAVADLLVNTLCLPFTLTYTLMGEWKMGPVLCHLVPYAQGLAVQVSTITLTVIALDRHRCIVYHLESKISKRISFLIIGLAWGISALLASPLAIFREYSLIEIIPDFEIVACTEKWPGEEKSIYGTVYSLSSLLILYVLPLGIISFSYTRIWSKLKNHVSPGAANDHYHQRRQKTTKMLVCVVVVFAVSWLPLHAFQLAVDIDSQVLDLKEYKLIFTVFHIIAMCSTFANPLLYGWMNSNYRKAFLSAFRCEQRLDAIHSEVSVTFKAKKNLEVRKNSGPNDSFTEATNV
GALR2 antag – GALR2 antagonists in receptor-expressing cells, primary screen; Galanin receptor type 2 (Homo sapiens), O43603; antagonist mode; inhibition, % at 4 µM; hit rate 0.39% among 140,000; in the data active = inhibition above about 27%;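 note: cells stimulated with galanin 1-16 at roughly its EC80; 0% = agonist challenge control and 100% = basal control without agonist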
Target sequence (O43603 whole entry, looked up): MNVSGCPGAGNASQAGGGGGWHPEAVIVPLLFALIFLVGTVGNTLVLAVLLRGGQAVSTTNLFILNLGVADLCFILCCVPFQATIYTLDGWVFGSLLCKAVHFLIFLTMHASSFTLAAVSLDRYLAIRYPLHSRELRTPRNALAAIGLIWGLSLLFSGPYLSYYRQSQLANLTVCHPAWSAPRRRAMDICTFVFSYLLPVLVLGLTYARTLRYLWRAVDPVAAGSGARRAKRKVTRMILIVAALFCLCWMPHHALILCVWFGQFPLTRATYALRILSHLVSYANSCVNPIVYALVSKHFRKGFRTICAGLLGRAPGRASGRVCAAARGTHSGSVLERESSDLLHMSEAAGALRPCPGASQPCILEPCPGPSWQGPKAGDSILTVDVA
HCT116 bCat-KO – primary screen for growth suppressors in beta-catenin knockout HCT116 cells (colon tumor, human) | HCT116 beta-catenin knockout viability, CellTiter-Glo, 60 h; stronger effect = lower value | viability, % at 10 µM | hit rate 1.5% among 140,000 | AID 818, 2007;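 active = viability at or under a set limit, the compound median less 4 SD, cut at about 6% in these data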;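 note: 0% = Hyamine 1622 control at 20 µM and 100% = untreated cell control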
Active calls of the source: *.

`CCc1nnc(NC(=O)[C@@H](NC(=O)c2ccc(C(C)(C)C)cc2)C(C)C)s1` gave HCT116 PTEN-null 86, BB579 growth dn 7, E-sel TNF inh 9, MRP-1 activ -1.4, Measles CPE 6, Yeast lifespan up 0, Phagocytosis inh -3, NPY Y2 blocker 4, GALR2 antag -1 and HCT116 bCat-KO 92.
For CC1(C)CC(=O)C(/C=N/n2cnc3ccccc3c2=O)=C(O)C1 the results were HCT116 PTEN-null 95, BB579 growth dn -4, E-sel TNF inh 19, MRP-1 activ -0.3, Measles CPE 11, Yeast lifespan up 17, Phagocytosis inh -2, NPY Y2 blocker 1, GALR2 antag 3 and HCT116 bCat-KO 95.
Screening COc1ccc(S(=O)(=O)N(C)C2CCS(=O)(=O)C2)cc1OC (stereo unspecified) returned HCT116 PTEN-null 107, BB579 growth dn -29, E-sel TNF inh -37, MRP-1 activ -1.2, Measles CPE 5, Yeast lifespan up -9, Phagocytosis inh -1, NPY Y2 blocker 1, GALR2 antag 5 and HCT116 bCat-KO 91.
Screening COC(=O)c1sc(=S)n(-c2ccccc2OC)c1N returned HCT116 PTEN-null 94, BB579 growth dn -42, MRP-1 activ 1.0, Measles CPE 44*, Yeast lifespan up -18, NPY Y2 blocker 2, GALR2 antag 4 and HCT116 bCat-KO 83.
`Cc1cccc(OCC(O)Cn2c(NCc3cccnc3)nc3c2c(=O)[nH]c(=O)n3C)c1` (stereo unspecified) gave HCT116 PTEN-null 91, BB579 growth dn -42, MRP-1 activ -2.5, Measles CPE 17, Yeast lifespan up -1, Phagocytosis inh -4, NPY Y2 blocker 3, GALR2 antag 0 and HCT116 bCat-KO 90.
Screening Cc1cnc(NC(=O)CCCc2nc3ccccc3s2)s1 returned HCT116 PTEN-null 10, BB579 growth dn -32, E-sel TNF inh -12, MRP-1 activ -6.1, Measles CPE 4, Yeast lifespan up -7, Phagocytosis inh 0, NPY Y2 blocker 1, GALR2 antag 4 and HCT116 bCat-KO 15.
Screening Cc1ccc(S(=O)(=O)NNc2nc3ccccc3nc2C(F)(F)F)cc1 returned HCT116 PTEN-null 76, BB579 growth dn -31, E-sel TNF inh 7, MRP-1 activ -3.3, Measles CPE 14, Yeast lifespan up -5, NPY Y2 blocker 3, GALR2 antag -7 and HCT116 bCat-KO 88.
Screening COCC(C)n1c(C)cc(C(=O)COC(=O)c2ccc3ncsc3c2)c1C (stereo unspecified) returned HCT116 PTEN-null 66, BB579 growth dn -35, E-sel TNF inh 10, MRP-1 activ -0.1, Measles CPE 7, Yeast lifespan up 0, Phagocytosis inh -1, NPY Y2 blocker 0, GALR2 antag 0 and HCT116 bCat-KO 58.
COc1ccc(C(=O)NC(=S)Nc2ccc3oc(=O)ccc3c2)cc1 was read as HCT116 PTEN-null 87, BB579 growth dn -5, E-sel TNF inh 8, MRP-1 activ -2.6, Measles CPE 1, Yeast lifespan up 0, Phagocytosis inh -3, NPY Y2 blocker 3, GALR2 antag -6 and HCT116 bCat-KO 78.
`COc1cccc(C2C=C(c3cccs3)Nc3ncnn32)c1OC` (stereo unspecified) gave HCT116 PTEN-null 101, BB579 growth dn -29, E-sel TNF inh -8, MRP-1 activ -0.9, Measles CPE 8, Yeast lifespan up -3, NPY Y2 blocker 6, GALR2 antag 10 and HCT116 bCat-KO 97.
For CCCC(=O)c1ccc(N2CCN(C(=O)c3ccccc3)CC2)c(F)c1 the results were HCT116 PTEN-null 74, BB579 growth dn 1, E-sel TNF inh -15, MRP-1 activ -3.2, Measles CPE 11, Yeast lifespan up -25, Phagocytosis inh -2, NPY Y2 blocker -1, GALR2 antag -14 and HCT116 bCat-KO 64.
`Cc1ccc(-n2nnnc2SC(C(=O)c2c[nH]c3ccccc23)c2ccccc2)cc1` (stereo unspecified) gave HCT116 PTEN-null 18, BB579 growth dn -24, E-sel TNF inh -7, MRP-1 activ -5.6, Measles CPE 13, Yeast lifespan up 2, Phagocytosis inh -4, NPY Y2 blocker 0, GALR2 antag -5 and HCT116 bCat-KO 19.
Screening CCOC(=O)c1c(C)oc2ccc(O)c(CN(C)C)c12 returned HCT116 PTEN-null 84, BB579 growth dn -13, E-sel TNF inh -8, MRP-1 activ -2.8, Measles CPE 3, Yeast lifespan up -2, Phagocytosis inh -4, NPY Y2 blocker 6, GALR2 antag 4 and HCT116 bCat-KO 95.
`O=C(NCCCc1ccccc1)Nc1cccc(Cl)c1` gave HCT116 PTEN-null 19, BB579 growth dn -22, MRP-1 activ -2.2, Measles CPE 4, Yeast lifespan up -6, Phagocytosis inh 0, NPY Y2 blocker 6, GALR2 antag -10 and HCT116 bCat-KO 49.
CC1CCCCN1C(=O)CSc1nnc(-c2ccco2)n1CC1CCCO1 (stereo unspecified) was read as HCT116 PTEN-null 103, BB579 growth dn -43, MRP-1 activ -1.8, Measles CPE 11, Yeast lifespan up -9, Phagocytosis inh -2, NPY Y2 blocker 2, GALR2 antag -2 and HCT116 bCat-KO 101.
`CS(=O)(=O)N1CCN(c2ccccc2NC(=O)c2ccc(Cl)cc2)CC1` gave HCT116 PTEN-null 86, BB579 growth dn -25, E-sel TNF inh 7, MRP-1 activ -0.4, Measles CPE 11, Yeast lifespan up -9, Phagocytosis inh -1, NPY Y2 blocker 2, GALR2 antag 2 and HCT116 bCat-KO 92.
CC(NC(=O)COc1ccccc1-c1ccccc1)c1ccccc1 (stereo unspecified) was read as HCT116 PTEN-null 68, BB579 growth dn -31, E-sel TNF inh 2, MRP-1 activ -3.5, Measles CPE 9, Yeast lifespan up -1, Phagocytosis inh -8, NPY Y2 blocker 5, GALR2 antag -7 and HCT116 bCat-KO 71.
For CCOc1ccccc1NC(=O)Nc1ccc(Cl)cc1 the results were HCT116 PTEN-null 71, BB579 growth dn -22, E-sel TNF inh -17, MRP-1 activ 1.2, Measles CPE 4, Yeast lifespan up -8, Phagocytosis inh -3, NPY Y2 blocker 3, GALR2 antag 11 and HCT116 bCat-KO 71.
Screening Cc1cc(C)nc(SCc2nnc(SCC(=O)Nc3ccccc3C)n2Cc2ccco2)n1 returned HCT116 PTEN-null 99, BB579 growth dn -38, E-sel TNF inh -11, MRP-1 activ -3.0, Measles CPE 14, Yeast lifespan up 9, Phagocytosis inh -1, NPY Y2 blocker 1, GALR2 antag 5 and HCT116 bCat-KO 110.
CC(O)CNC(=O)c1ccc(-c2nn(C)c(=O)c3ccccc23)cc1 (stereo unspecified) was read as HCT116 PTEN-null 99, BB579 growth dn -69, E-sel TNF inh 4, MRP-1 activ -0.4, Measles CPE 11, Yeast lifespan up -8, Phagocytosis inh 1, NPY Y2 blocker 2, GALR2 antag -7 and HCT116 bCat-KO 95.
COc1ccc(Oc2nc3c(c(=O)n(C)c(=O)n3C)n2Cc2ccccc2)cc1 was read as HCT116 PTEN-null 91, BB579 growth dn -42, E-sel TNF inh 24, MRP-1 activ -1.3, Measles CPE 8, Yeast lifespan up -7, Phagocytosis inh -1, NPY Y2 blocker 2, GALR2 antag -23 and HCT116 bCat-KO 85.
COc1cccc(-c2nc(CS(=O)(=O)CC(=O)N3CCN(c4ccccn4)CC3)c(C)o2)c1 was read as HCT116 PTEN-null 74, BB579 growth dn 34, E-sel TNF inh -20, MRP-1 activ -1.9, Measles CPE 32, Yeast lifespan up -8, Phagocytosis inh 0, NPY Y2 blocker 1, GALR2 antag -4 and HCT116 bCat-KO 70.
For Cc1noc(/C=C/N(C)C)c1S(=O)(=O)N1CCc2ccccc21 the results were HCT116 PTEN-null 80, BB579 growth dn -80, MRP-1 activ -1.9, Measles CPE 22, Yeast lifespan up 23, Phagocytosis inh -1, NPY Y2 blocker 3, GALR2 antag 8 and HCT116 bCat-KO 60.
For C=CCn1c(SCC(=O)NC2CCCC2)nc2scc(-c3ccco3)c2c1=O the results were HCT116 PTEN-null 94, BB579 growth dn -28, E-sel TNF inh -4, MRP-1 activ -0.9, Measles CPE 14, Yeast lifespan up -1, Phagocytosis inh -3, NPY Y2 blocker 5, GALR2 antag 0 and HCT116 bCat-KO 86.
CCCCC1(C)Cc2ccccc2C(=S)N1 (stereo unspecified) was read as HCT116 PTEN-null 86, BB579 growth dn 19, E-sel TNF inh -38, MRP-1 activ -0.5, Measles CPE 18, Yeast lifespan up -9, Phagocytosis inh -1, NPY Y2 blocker 8, GALR2 antag 10 and HCT116 bCat-KO 93.
`CC(Nc1ccccc1)C(=O)Nc1ccc(F)cc1` (stereo unspecified) gave HCT116 PTEN-null 93, BB579 growth dn -8, E-sel TNF inh -19, MRP-1 activ -0.8, Measles CPE 7, Yeast lifespan up -6, Phagocytosis inh 0, NPY Y2 blocker 2, GALR2 antag -6 and HCT116 bCat-KO 84.
`CC(=C/C(=O)O)/C=C/c1ccco1` gave HCT116 PTEN-null 98, BB579 growth dn -24, E-sel TNF inh -26, MRP-1 activ -1.9, Measles CPE 7, Yeast lifespan up 28*, Phagocytosis inh -3, NPY Y2 blocker 7, GALR2 antag 16 and HCT116 bCat-KO 82.
`COC(=O)c1ccccc1NC(=O)Cn1c(SC)c(F)cnc1=O` gave HCT116 PTEN-null 91, BB579 growth dn -9, E-sel TNF inh -3, MRP-1 activ -0.7, Measles CPE 9, Yeast lifespan up -3, Phagocytosis inh 0, NPY Y2 blocker 1, GALR2 antag -21 and HCT116 bCat-KO 91.
O=C(O)CCC(=O)NNC(=O)CCC(=O)NCc1ccccc1 was read as HCT116 PTEN-null 99, BB579 growth dn 13, E-sel TNF inh -51, MRP-1 activ -1.9, Measles CPE 9, Yeast lifespan up -10, Phagocytosis inh -3, NPY Y2 blocker 3, GALR2 antag 15 and HCT116 bCat-KO 105.
Cc1c(Br)cc(C(=O)OC2CCN(C)CC2)c(C)c1C was read as HCT116 PTEN-null 83, BB579 growth dn -45, E-sel TNF inh 15, MRP-1 activ -4.0, Measles CPE 6, Yeast lifespan up -5, Phagocytosis inh 1, NPY Y2 blocker 13, GALR2 antag -32 and HCT116 bCat-KO 76.
`COC(=O)CN1C(=O)C(O)(CC(=O)c2cccc(Br)c2)c2ccccc21` (stereo unspecified) gave HCT116 PTEN-null 93, BB579 growth dn -46, E-sel TNF inh 0, MRP-1 activ -3.5, Measles CPE 19, Yeast lifespan up -3, Phagocytosis inh -1, NPY Y2 blocker -1, GALR2 antag 2 and HCT116 bCat-KO 91.
O=C(COc1ccccc1)OCc1csc(Nc2ccccc2)n1 was read as HCT116 PTEN-null 95, BB579 growth dn -50, E-sel TNF inh 23, MRP-1 activ 0.1, Measles CPE 3, Yeast lifespan up -6, Phagocytosis inh -5, NPY Y2 blocker 2, GALR2 antag -17 and HCT116 bCat-KO 80.

Bioassay records: PubChem BioAssay, several laboratories
